VEEV TC-83 Vero – inhibitors of VEEV TC-83 cytopathic effect, confirmation, Vero cells (AID 588727); Vero cells, VEEV TC-83 cytopathic effect inhibition; higher % means a stronger effect; one-dose inhibition, % at 20 µM; IC50 in µM for titrated hits; hit rate 0.13% among 350,000; in the data active = a potency from the dose series; inconclusive = inhibition mostly from about 14% at the one dose, without a potency; inactive = the rest, 99 in 100 with inhibition below about 12%; note: strong numbers were not always called active
H1N1 NS1A inhibition – NS1A inhibition, H1N1 influenza, cell based functional assay (AID 504329); NS1A functional cell-based assay, percent inhibition; higher % means a stronger effect; inhibition, % at 12.5 µM, or IC50 in µM where a hit was titrated; hit rate 0.3% among 340,000; in the data active = a potency from the dose series; inconclusive = inhibition above about 27% without an active follow-up result; note: strong numbers were not always called active
Salmonella PhoP GFP – Inhibition of PhoP regulon, Salmonella typhi GFP reporter cells, confirmation, 4 h (AID 1850). Salmonella Typhi PhoP-promoter GFP reporter, fluorescence, 4 h; higher % means a stronger effect. hit rate 0.33% among 310,000. inhibition, % at 50 µM, or IC50 in µM where a hit was titrated; in the data active = a potency from the dose series; inconclusive = inhibition mostly from about 25% at the one dose, without a potency; inactive = the rest, 99 in 100 with inhibition below about 19%;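 note: 0% = induced wells with vehicle and 100% = uninduced wells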
M. tuberculosis HTS – M. tuberculosis growth inhibition, HTS (AID 449762); M. tuberculosis H37Rv growth inhibition, 7H9 media; higher % means a stronger effect; inhibition, % at 25 µM, or IC50 in µM where a hit was titrated; hit rate 0.59% among 330,000; in the data active = a potency from the dose series; inconclusive = inhibition above about 70% without an active follow-up result;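 note: bacterial growth assessed after seven days of incubation; strong numbers were not always called active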
tuberculosis growth – growth inhibition of non-replicating M. tuberculosis (AID 488890); Mycobacterium tuberculosis non-replicating, growth inhibition; higher % means a stronger effect; inhibition, % at 25 µM; hits with a dose series show IC50 in µM; hit rate 0.39% among 320,000; in the data active = a potency from the dose series; inconclusive = inhibition mostly from about 82% at the one dose, without a potency; inactive = the rest, 99 in 100 with inhibition below about 76%;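 note: plate controls were DMSO cells for no effect and high antibiotic wells for full effect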
Numbers without * were called inactive; i = inactive; ? = inconclusive; . = not tested or not shown.

molecule,VEEV TC-83 Vero,H1N1 NS1A inhibition,Salmonella PhoP GFP,M. tuberculosis HTS,tuberculosis growth
CCCCCCNC(=O)CC(NS(=O)(=O)c1ccc(NC(C)=O)cc1)C(C)C (centres undefined),3.0%,-5%,-1%,-7%,30%
Cc1ccc(N2C(=O)C3C(C2=O)N2CCCN2C3c2ccccc2)cc1C (centres undefined),2.8%,-6%,12%,7%,2%
C=CCn1c(-c2cc(Cl)ccc2OC)n[nH]c1=S,3.2%,-5%,3%,-6%,-1%
COc1ccc(S(=O)(=O)Nc2ccccc2N2CCOCC2)cc1[N+](=O)[O-],0.8%,-12%,5%,6%,16%
CC1CCc2c(sc3nc(CN4CCOCC4)nc(NS(=O)(=O)c4cccc([N+](=O)[O-])c4)c23)C1 (centres undefined),2.2%,-4%,-1%,0%,29%
Cc1ccc(-c2n[nH]c(=S)n2/N=C/c2ccc(C(=O)O)cc2)cc1,0.3%,0%,-10%,2%,3%
CC(=O)Nc1nonc1-c1ccccc1,1.6%,-1%,10%,-2%,3%
O=C(COC(=O)COc1ccc(Br)cc1)NCCC1=CCCCC1,0.4%,-3%,-2%,5%,17%
COc1cc(/C=C/C(=O)c2ccc(NS(=O)(=O)c3ccc(C)cc3)cc2)ccc1OC(F)F,43%,-6%,6%,0%,-5%
CCn1ncc(C2=NOC(C(=O)Nc3ccccc3C(=O)OC)C2)c1C (centres undefined),1.2%,4%,-4%,.,.
Cc1c(Cl)ccc2sc(N3CCN(C(=O)C4=COCCO4)CC3)nc12,5.8%,-10%,-3%,26µM*,2%
COc1ccc(Nc2nc(-c3cccs3)cs2)c(OC)c1,2.4%,2%,19%,55%,7%
COc1ccc2cc(C3OCCO3)c(Cl)nc2c1,1.4%,6%,-2%,-3%,4%
O=C(O)C1(c2ccccc2)CCN(S(=O)(=O)c2cccc(Cl)c2)CC1,0.7%,-9%,-8%,0%,9%
Cc1ccnc(NS(=O)(=O)c2cc([N+](=O)[O-])ccc2C)c1,0.9%,9%,8%,-5%,-11%
COc1ccc(C(C#N)=C2C=CC(=NO)C=C2)cc1,?,-2%,-4%,5%,i
CCCCN(CCCC)CC1OCc2ccccc2CO1,i,-4%,-4%,-7%,50%
Brc1ccc(/C=N/n2cnnc2)s1,2.1%,6%,5%,0%,-2%
Cn1c(=O)c2c(nc(N3CCCC3)n2C)n(C)c1=O,i,-8%,-14%,7%,-8%
CCN(CC(=O)Nc1cc(Cl)ccc1C)C(=O)CCS(=O)(=O)c1ccc(Cl)cc1,8.8%,-12%,-5%,-6%,31%
COC(=O)c1ccc2c(=O)[nH]c(COC(=O)CCC(=O)c3ccc(Cl)cc3)nc2c1,0.5%,-2%,-12%,0%,-6%
Cc1ccc(/C=N/Nc2ccnc3cc(Cl)ccc23)c(C)c1,i,-5%,2%,?,?
O=C(Nc1nc(-c2ccccc2)c(C(=O)c2ccccc2)s1)c1ccc(S(=O)(=O)N2CCCCC2)cc1,0.9%,-7%,-7%,11%,36%
CN(C(=O)COC(=O)c1ccc([N+](=O)[O-])cc1)c1ccccc1,0.9%,-1%,5%,70%,?
COc1cc(CNC2CCCc3ccccc32)cc(OC)c1OC (centres undefined),0.1%,-3%,-11%,1%,2%
CCCc1cc(-c2ccc3c(c2)COc2c4ccccc4nn2-3)on1,0.5%,9%,1%,44%,54%
O=S(=O)(Nc1ccc(-c2cn3c(n2)SCC3)cc1)c1cccs1,1.5%,2%,-11%,11%,44%
O=C(OCC(=O)N1CCCC1=O)c1ncc(Cl)c(Cl)c1Cl,0.3%,-3%,3%,0%,7%
O=S(=O)(N/N=C\c1cccn1-c1ccccc1)c1ccc2ccccc2c1,2.3%,20%,7%,5%,-9%
COC(=O)c1ccc2c(=O)n(CCN3CCOCC3)c(SCC(=O)Nc3ccc(OC)cc3OC)nc2c1,4.1%,3%,0%,-7%,10%

(listing goes on)
molecule,VEEV TC-83 Vero,H1N1 NS1A inhibition,Salmonella PhoP GFP,M. tuberculosis HTS,tuberculosis growth
COc1ccc(OC)c(NC2=NCCCS2)c1,0.4%,11%,-1%,-2%,1%
COc1ccc(C(=O)NCc2cccnc2)cc1,i,2%,-12%,1%,-16%
COc1ncnc2c1N=C1CC(C)(C)CC(N)=C1S2,3.7%,3%,-27%,2%,-10%
COc1ccc(NS(=O)(=O)c2ccc(C)c(C(=O)N3CCN(Cc4cc(OC)ccc4OC)CC3)c2)cc1,10%,4%,.,.,.
CCOC(=O)C[C@H]1c2ccccc2S(=O)(=O)N1Cc1ccc(Cl)cc1,i,-28%,-9%,7%,26%
COCCCNC(=O)CCCOc1ccccc1,0.2%,-7%,0%,-4%,4%
CCCn1c(=O)c(C(=O)NCCc2ccccc2)c(O)c2ccccc21,4.6%,19%,-2%,-21%,-2%
COc1ccc(N2CCN(C(=O)c3ccccc3NS(=O)(=O)c3ccccc3)CC2)cc1,2.1%,19%,-15%,-7%,21%
Cn1cc(Br)c(-c2cccc(NC(=O)CC(C)(C)CC(=O)O)c2)n1,1.1%,-22%,4%,-2%,-5%
COc1ccc2c(c1)CC1(CN2C)C(=O)NC(=O)N(c2ccc(F)cc2)C1=O (centres undefined),5.3%,1%,15%,-2%,13%
Cc1ccc(C2=NS(=O)(=O)N(C)C(C(=O)N(C)C3CCCCC3)=C2)cc1,2.9%,-3%,12%,3%,.
CC(C)OC(=O)CSc1nc2c(c(C3CC=CCC3)c1C#N)CCC2 (centres undefined),1.9%,-35%,3%,-5%,77%
CC1(C(=O)N2CCOCC2)CCCCC1,1.1%,-2%,0%,2%,18%
COc1ccc(S(=O)(=O)N(C)CC(=O)NCCCn2ccnc2)cc1Cl,0.8%,-1%,-14%,93%,6%
COc1cccc(/C=N/NC(=O)C(=O)N2CCCC2)c1,0.2%,0%,12%,1%,4%
COc1ccc(-c2cc(C(=O)NCCN3CCOCC3)c3cc(C(C)C)ccc3n2)cc1,6.2%,0%,-8%,?,68%
CC(C)CN(c1ccccc1)S(=O)(=O)c1nnc(NC(=O)C(C)C)s1,1.5%,-14%,3%,6%,3%
Cc1nc2scc(C)n2c(=O)c1S(=O)(=O)N1CCN(c2ccccn2)CC1,1.8%,4%,-13%,-4%,5%
N/C(CCN1CCCCC1)=N/O,i,5%,-3%,-7%,-9%
Cc1nc(-c2ccc(S(=O)(=O)NCc3ccccn3)s2)cs1,0.1%,-2%,3%,4%,2%
COc1nccnc1NS(=O)(=O)c1ccc(NC(=S)NC(=O)c2ccccc2)cc1,0.1%,5%,0%,3%,72%
COc1ccc(-c2c(C)nc(N)nc2-c2ccc(OCc3ccc(C)cc3)cc2O)cc1OC,0.7%,20%,8%,-6%,6%
COC(=O)C(Cc1c[nH]c2ccccc12)NC(=O)c1cccc(S(=O)(=O)N2CCCCC2)c1 (centres undefined),1.2%,-12%,.,-2%,25%
O=C1NC(=O)/C(=C\c2ccccc2OCc2ccc([N+](=O)[O-])cc2)N1,0.3%,-1%,-4%,6%,23%
C=CCN1C=CC(=O)[C@@H](OC(=O)Nc2ccc(Br)cc2)[C@H]1c1ccccc1Br,4.1%,-5%,.,.,.
Cc1ccc(S(=O)(=O)NCC(=O)N(CC(=O)NCc2ccco2)Cc2ccc3c(c2)OCO3)cc1,0.1%,-14%,-9%,-5%,7%
COc1ccc(C2C(=O)N(C3CCCCC3)CC(=O)N2Cc2ccc3c(c2)OCO3)cc1 (centres undefined),i,6%,2%,-3%,23%
O=C(CN1CCN(c2ccc(O)cc2)CC1)Nc1cc(S(=O)(=O)N2CCCC2)ccc1Cl,3.7%,0%,-13%,11%,43%
CC(C)CCn1cnc2c(cnn2-c2ccc(Cl)cc2)c1=O,2.5%,4%,-8%,-1%,-10%
C/C(=C/C(=O)N1CCN(C)CC1)C(=O)O,4.2%,0%,3%,-8%,3%

Following part
| mol | VEEV TC-83 Vero | H1N1 NS1A inhibition | Salmonella PhoP GFP | M. tuberculosis HTS | tuberculosis growth |
| --- | --- | --- | --- | --- | --- |
| Cc1ccc(-c2csc(NC(=O)CSc3nc(C)cc(=O)[nH]3)n2)cc1 | . | . | -19% | 1% | 65% |
| Cc1ccc2oc(C(=O)NCc3ncc(C)[nH]3)c(C)c2c1 | 6.3% | 2% | 10% | -8% | 54% |
| C#CC(C)OC(=O)Nc1cnccc1C(F)(F)F (centres undefined) | 2.2% | -23% | 7% | -7% | 0% |
| Cc1ccc(S(=O)(=O)N2CCOCC2)cc1C(=O)Nc1cccc(C(=O)NC2CC2)c1 | 6.9% | -10% | . | 1% | -1% |
| O=C(N=C1SC2CS(=O)(=O)CC2N1CCc1ccc(F)cc1)C1CCCCC1 (centres undefined) | 2.6% | -1% | 0% | 3% | 8% |
| COc1cccc(/C=N/NC(=O)C(C)Cn2cnc3ccccc32)c1 (centres undefined) | 3.9% | . | 8% | 4% | 9% |
| O=C(NCC(c1ccco1)N1CCCC1)c1cn(Cc2ccccc2)nc1-c1ccccc1 (centres undefined) | 0.5% | -4% | . | -3% | 16% |
| Cc1ccc(OCC(=O)Nc2ccc3c(c2)C(=O)NC3=O)c(C)c1 | 3.8% | -1% | -12% | 2% | 4% |
| COc1ccc(C(=O)N/N=C/c2ccc(OC)c(COc3ccccc3)c2)cc1 | 9.1% | -11% | -1% | -7% | -5% |
| C=C(C)CN(CC)C(=O)CSc1ccc(S(=O)(=O)N2CCN(C)CC2)cn1 | 0.6% | -7% | . | . | . |
| O=C(c1cccnc1)N1N=C(C2CC2)CC1(O)C(F)(F)F (centres undefined) | 0.2% | 1% | -5% | 2% | -10% |
| CCOC(=O)c1c(O)c2ccccc2oc1=O | 0.8% | -3% | -5% | 1% | -6% |
| COc1ccc2c(c1)C1CC(C)(NC(=O)C1C(=O)c1ccccc1)O2 (centres undefined) | 0.7% | 1% | 0% | 2% | 4% |
| Fc1ccc(-c2csc(-c3cccnc3)n2)cc1F | i | -4% | -5% | 3% | 24% |
| CCCCNC(=O)[C@H]1C[C@H]1[C@@H](O)[C@H](CO)NC(=O)[C@H](Cc1ccccc1)NC(=O)OC(C)(C)C | 0.2% | -5% | 3% | -7% | 3% |
| COc1ccc(S(=O)(=O)CCC(=O)N2c3ccccc3CC2C)cc1 (centres undefined) | 0.3% | 3% | -12% | -1% | 8% |
| CC(=O)n1cc([C@H]2C=C(C(=O)N3CCN(Cc4ccc5c(c4)OCO5)CC3)O[C@@H](OCc3ccc(CO)cc3)C2)c2ccccc21 | 3.4% | 9% | -4% | 58% | 20% |
| O=C(CSc1ncn[nH]1)NCCc1ccc(Cl)cc1 | 1.3% | 8% | 12% | 0% | -6% |

Not a retest: an excerpt of the list.
| mol | VEEV TC-83 Vero | H1N1 NS1A inhibition | Salmonella PhoP GFP | M. tuberculosis HTS | tuberculosis growth |
| --- | --- | --- | --- | --- | --- |
| Cc1ccc2oc(C(=O)NCc3ncc(C)[nH]3)c(C)c2c1 | 6.3% | 2% | 10% | -8% | 54% |
| C#CC(C)OC(=O)Nc1cnccc1C(F)(F)F (centres undefined) | 2.2% | -23% | 7% | -7% | 0% |
| Cc1ccc(S(=O)(=O)N2CCOCC2)cc1C(=O)Nc1cccc(C(=O)NC2CC2)c1 | 6.9% | -10% | . | 1% | -1% |
| O=C(N=C1SC2CS(=O)(=O)CC2N1CCc1ccc(F)cc1)C1CCCCC1 (centres undefined) | 2.6% | -1% | 0% | 3% | 8% |
| COc1cccc(/C=N/NC(=O)C(C)Cn2cnc3ccccc32)c1 (centres undefined) | 3.9% | . | 8% | 4% | 9% |
| O=C(NCC(c1ccco1)N1CCCC1)c1cn(Cc2ccccc2)nc1-c1ccccc1 (centres undefined) | 0.5% | -4% | . | -3% | 16% |
| Cc1ccc(OCC(=O)Nc2ccc3c(c2)C(=O)NC3=O)c(C)c1 | 3.8% | -1% | -12% | 2% | 4% |

Screening results deposited in PubChem by Southern Research Specialized Biocontainment Screening Center.
